# M4 PAM: CHRM4 positive allosteric modulation; CHO-K1 hM4/Gqi5, Fluo-8 calcium fluorescence, ACh EC20; 0% = ACh EC20, 100% = maximal ACh; activation, % at 3 µM; actives 0.4% (n = 360,000);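 active means activation above its plate's cutoff, the mean activation of sample wells plus 3 SD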; further: some results filed as inactive read as strong as hits
# Target sequence (P08173 whole entry, looked up): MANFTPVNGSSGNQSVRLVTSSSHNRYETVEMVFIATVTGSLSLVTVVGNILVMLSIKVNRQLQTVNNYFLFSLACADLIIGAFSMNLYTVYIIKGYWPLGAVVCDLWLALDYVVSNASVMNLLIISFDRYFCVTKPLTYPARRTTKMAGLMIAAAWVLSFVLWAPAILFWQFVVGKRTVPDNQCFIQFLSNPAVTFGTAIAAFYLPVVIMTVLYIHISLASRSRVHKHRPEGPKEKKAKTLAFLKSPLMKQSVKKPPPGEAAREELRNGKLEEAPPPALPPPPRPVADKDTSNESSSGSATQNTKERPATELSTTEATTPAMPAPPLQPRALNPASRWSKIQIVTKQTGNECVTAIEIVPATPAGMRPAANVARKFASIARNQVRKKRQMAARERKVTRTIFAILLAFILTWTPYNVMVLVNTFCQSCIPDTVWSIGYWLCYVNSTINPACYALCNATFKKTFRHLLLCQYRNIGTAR
# CHO-K1 Ca PAM: counter-screen for M1 PAMs: effect in parental CHO-K1 cells. actives 0.02% (n = 360,000). ATP EC20, Fluo-8 calcium fluorescence; 0% at ATP EC20, 100% at ATP max. AID 602247. activation, % at 3 µM;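 active means activation above the run cutoff, the mean activation of all test compounds plus 3 SD, cut at about 40% in these data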;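 further: peak over basal fluorescence ratio in a 140 s read after ATP addition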
# CHRM5 PAM: positive allosteric modulators of human muscarinic M5 receptor. AID 624038. activation, % at 3 µM. P08912. CHO-K1 hM5, Fluo-8 calcium, ACh EC20 PAM; 0% = ACh EC20, 100% = ACh EC100. actives 0.3% (n = 360,000);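 active means activation above the run cutoff, the mean activation of all test compounds plus 3 SD, cut at about 18% in these data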
#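 system = human M5 receptor in CHO-K1 cells | reagent = EC20 acetylcholine as agonist stimulus | compound dosing = single-point, 3 µM nominal | incubation = Fluo-8 loading 80 min at 37 °C plus 30 min room temperature | detection = Fluo-8 calcium dye fluorescence, kinetic read | benchmarks = low control EC20 acetylcholine (0%), high control EC100 acetylcholine (100%)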
# CRFR2-BP antag: blocks CRF-induced signaling of the CRF-BP/CRF-R2 complex; HEK293 CRF-R2/CRF-BP, CRF-induced calcium fluorescence; inhibition, % at 11.8 µM; actives 0.59% (n = 350,000); AID 588475;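 active means inhibition of the ligand-induced calcium signal above about 50% at the single tested concentration, limit read from the data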
# CRFR2-BP ag: CRF-BP/CRF-R2 complex agonism; activation, % at 13.2 µM; actives 0.46% (n = 350,000); HEK293 CRF-R2/CRF-BP, calcium dye fluorescence (FLIPR); percent of saturating CRF peptide response;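 active means activation of at least 50%, plus an integration ratio under a set limit after plate pattern correction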;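 further: plate controls were neutral control wells without compound for no effect and CRF at EC100 for full effect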
# M5 ag: CHRM5 agonism in calcium assay; P08912; CHO-K1 hM5 cells, Fluo-8 calcium fluorescence; 0% DMSO wells, 100% maximal acetylcholine response; activation, % at 3 µM; actives 0.19% (n = 360,000);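 active means activation above the run's mean over test compounds plus 3 SD, cut at about 23% in these data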;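 further: signal is peak over basal fluorescence ratio across the kinetic read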
# TAAR1 agonist: agonists of human TAAR1 | Q96RJ0 | CHO RD-HGA16 TAAR1, Fluo-8 calcium fluorescence; vehicle wells 0%, saturating PEA agonist 100% | activation, % at 3 µM | actives 0.99% (n = 360,000) | AID 624467;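 active means activation above the mean activation of all test compounds in the run plus 3 SD, cut at about 38% in these data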
# Target sequence (Q96RJ0 whole entry, looked up): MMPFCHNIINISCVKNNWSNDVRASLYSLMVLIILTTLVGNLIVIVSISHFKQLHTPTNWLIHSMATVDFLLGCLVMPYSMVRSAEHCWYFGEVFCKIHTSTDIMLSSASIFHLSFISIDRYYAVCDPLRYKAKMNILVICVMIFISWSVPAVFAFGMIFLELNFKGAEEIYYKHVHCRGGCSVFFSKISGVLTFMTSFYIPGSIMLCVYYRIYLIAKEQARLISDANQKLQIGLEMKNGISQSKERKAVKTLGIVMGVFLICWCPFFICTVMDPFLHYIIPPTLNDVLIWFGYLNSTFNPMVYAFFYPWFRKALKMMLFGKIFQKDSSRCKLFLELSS
#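 Assay system – CHO-derived RD-HGA16 cells with stable Gα16 and human TAAR1 · Compound dosing – one-point dosing at 3 µM (nominal) · Incubation – 17-24 h seeding, 75 min 37 °C dye, 30 min RT · Measured by – kinetic Fluo-8 calcium fluorescence · Control set – DMSO vehicle as 0%, PEA at EC100 as 100% · Repeats – single well for each compound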
# M5 antag: blocks acetylcholine activation of human M5 receptor. P08912. CHO-hM5 cells, Fluo-8 calcium fluorescence, ACh EC80. inhibition, % at 3 µM. actives 0.59% (n = 360,000). AID 624040;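 active means inhibition above a per-plate cutoff, the mean of that plate's test compounds plus 3 SD, cut at about 27% in these data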;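 further: 0% = acetylcholine EC80 with DMSO and 100% = DMSO without agonist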
# TAAR1 antagonist: antagonists of human TAAR1; CHO RD-HGA16 TAAR1, Fluo-8 calcium fluorescence, antagonist; AID 624466; inhibition, % at 3 µM; Q96RJ0; actives 1.5% (n = 360,000);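 active means inhibition above a per-plate cutoff, the mean inhibition of test compounds on that plate plus 3 SD, cut at about 49% in these data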;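 further: 0% = DMSO plus EC80 beta-PEA response and 100% = DMSO alone without agonist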
#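 Test system: hTAAR1-expressing CHO RD-HGA16 cells, Gα16-coupled; Probe or stimulus: EC80 β-phenethylamine stimulus; Compound dosing: single nominal final test compound concentration of 3 µM; Timing: 140 s kinetic read after compound, 140 s after agonist; Signal: Fluo-8 calcium-sensitive fluorescence; Measure: % inhibition of agonist calcium response; Controls: DMSO and EC80 PEA controls.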
# * hit, by the source's call; nt = no result given.
# Every second line gives: M4 PAM	CHO-K1 Ca PAM	CHRM5 PAM	CRFR2-BP antag	CRFR2-BP ag	M5 ag	TAAR1 agonist	M5 antag	TAAR1 antagonist
> CCOC(=O)Nc1ccc(C(=O)/C=C/c2ccccc2)cc1
 : 8.3	12.1	-0.9	10.0	-0.7	-1.6	-3.0	-1.7	-10.8
> CC1(C)C[C@@H]2C[C@@](C)(CN2C(=O)c2cc(COc3cccc(C(F)(F)F)c3)on2)C1
 : 2.3	11.2	-3.3	-11.7	0.2	-2.5	-0.3	-2.0	-0.9
> O=C1C(=O)N(c2ccccc2)c2ccccc21
 : 2.0	9.7	2.7	21.4	-1.0	15.5	4.5	-2.6	1.8
> Nc1nc(NCCOCCO)nc(NCc2ccccc2)c1[N+](=O)[O-]
 : -0.5	20.3	-0.4	-10.3	-1.0	-0.7	-0.7	4.5	-4.9
> CCOc1nc(C)nc(NC(=O)NS(=O)(=O)c2ccccc2Cl)n1
 : 16.0	8.7	-0.6	-13.2	-0.8	1.6	2.5	-1.2	-11.7
> Cc1cccc(NC(=O)Cc2ccc(F)cc2)c1
 : 8.8	0.1	-0.3	-35.9	3.3	-2.0	10.2	9.4	-0.8
> CN(N)C(=S)Nc1ccc(Cl)cc1
 : -1.5	6.1	-4.9	-7.1	0.6	-1.1	0.9	10.1	-26.1
> CN(C)c1ccc(/C=N/N2C(=O)c3ccccc3C2=O)cc1
 : -3.9	14.9	3.7	-2.0	2.2	2.6	2.7	-6.0	-13.5
> Cc1ccccc1C(=O)NNC(=O)C(=O)N1CCCCC1
 : 2.7	20.9	-2.8	6.0	-1.6	-4.1	-0.5	6.0	-0.7
> O=C(NCc1ccc(C(F)(F)F)cc1)c1ccc(-c2ccc(F)c(F)c2)c2ccoc12
 : -3.0	27.5	-6.7	nt	nt	0.1	1.2	-2.8	2.9
> O=C(c1ccc(S(=O)(=O)N2CCCC2)cc1)N1CCCC(C(F)(F)F)C1 (stereo not drawn)
 : -0.8	-14.5	-1.1	15.4	-0.7	2.4	2.6	-0.1	-16.3
> O=C(COC(=O)c1ccncc1)Nc1cc(S(=O)(=O)N2CCOCC2)ccc1Cl
 : 1.1	9.6	2.9	67.2*	-1.8	1.6	0.4	-3.2	-11.3
> O=C(Nc1ccc(F)cc1)c1cnccn1
 : 4.0	-6.4	0.4	6.5	-1.8	1.3	0.8	8.1	-12.2
> O=C(O)C1CCN(C(=O)c2ccc(Cl)cc2)CC1
 : -5.5	5.3	1.1	0.1	0.2	-1.9	6.3	3.7	6.3
> Cc1ccc(NC(=O)N/C=C/c2ccccc2)cc1
 : 0.1	8.2	-1.0	-7.8	-2.7	-5.6	33.1	-5.8	25.2
> O=P(OC1CCCCC1)(OC1CCCCC1)C(O)c1cccnc1 (stereo not drawn)
 : -24.2	0.1	-8.5	-9.9	-0.2	-6.1	1.9	9.8	-48.3
> O=C(NN/C(=N/S(=O)(=O)c1ccc(Cl)cc1)c1ccccc1)c1ccc(O)cc1
 : 3.0	4.3	-4.6	7.5	-1.4	0.3	-1.3	3.0	18.5
> CN(Cc1cnccn1)C(=O)CC1C(=O)NCCN1Cc1cccc(F)c1 (stereo not drawn)
 : 3.1	-2.1	2.6	-2.2	3.3	3.0	6.8	-10.5	-20.9
> CC(=O)Nc1ccc(NC(=O)C2CC(=O)Nc3ncnn32)cc1 (stereo not drawn)
 : -8.3	-5.7	7.9	-4.6	-0.1	-3.1	2.4	-0.1	-8.8
> CCOC(=O)C1(CCOc2ccccc2)CCN(Cc2cccc3nonc23)CC1
 : -9.0	-10.8	-10.7	-3.9	1.4	-8.8	3.7	-3.4	6.6
> CCCNS(=O)(=O)c1ccc(OCC(=O)NCCCOC)cc1
 : 14.4	8.8	-7.2	10.0	-3.2	-3.6	3.5	5.9	-17.1
> CN(C)S(=O)(=O)Oc1ccsc1C(=O)Nc1ccc(Cl)cc1
 : 1.7	9.2	-13.0	10.2	-0.2	-11.6	-1.9	-10.2	-9.1
> C/C(=N\NC(=O)c1ccc(Cn2cc([N+](=O)[O-])cn2)o1)c1cccc(NC(=O)C(C)C)c1
 : 1.6	3.0	-1.8	12.0	-1.0	1.5	0.3	2.7	-9.5
> CCOC(=O)C1CCN(C(=S)Nc2cccc(C)c2C)CC1
 : 5.3	12.4	3.3	-9.8	2.4	0.6	0.0	-0.3	1.6
> O=C(Nc1ccc(Cl)c(S(=O)(=O)N2CCOCC2)c1)c1ccc2c(c1)OCO2
 : -12.6	15.5	-21.3	-4.0	3.7	4.2	16.6	19.6	65.9*
> O=C(CCc1ccc(S(=O)(=O)NCc2ccccc2)cc1)N1CCN(Cc2ccc3c(c2)OCO3)CC1
 : -19.7	-11.4	-15.7	39.0	-6.6	-0.8	4.0	11.5	-13.7
> CCCCN(C(=O)C1=COCCO1)c1c(N)n(Cc2ccccc2)c(=O)[nH]c1=O
 : 8.5	-3.5	-2.0	-2.5	0.0	3.5	-0.3	2.2	9.0
> CC1CCCC(NC(=O)CSc2ncccn2)C1C (stereo not drawn)
 : 5.9	-23.0	11.8	-11.7	2.9	-1.3	0.8	10.7	5.0
> Cc1cc(=O)[nH]c(SCC(=O)Nc2cccc(C(F)(F)F)c2)n1
 : 10.9	14.4	-6.5	3.6	0.8	4.5	5.2	1.0	-12.1
> CCCn1nc(C(=O)Nc2ccc3c(c2)OCCO3)c2ccccc2c1=O
 : -0.1	4.1	-11.1	-1.1	-2.5	0.5	0.3	8.5	5.0

# Structures shown so far that contain a nitro group on carbon (2):
# Every second line gives: M4 PAM	CHO-K1 Ca PAM	CHRM5 PAM	CRFR2-BP antag	CRFR2-BP ag	M5 ag	TAAR1 agonist	M5 antag	TAAR1 antagonist
> Nc1nc(NCCOCCO)nc(NCc2ccccc2)c1[N+](=O)[O-]
 : -0.5	20.3	-0.4	-10.3	-1.0	-0.7	-0.7	4.5	-4.9
> C/C(=N\NC(=O)c1ccc(Cn2cc([N+](=O)[O-])cn2)o1)c1cccc(NC(=O)C(C)C)c1
 : 1.6	3.0	-1.8	12.0	-1.0	1.5	0.3	2.7	-9.5

# Following part:
# Every second line gives: M4 PAM	CHO-K1 Ca PAM	CHRM5 PAM	CRFR2-BP antag	CRFR2-BP ag	M5 ag	TAAR1 agonist	M5 antag	TAAR1 antagonist
> CCOC(=O)CON1C(=O)C(C)(C)N(OCC(=O)OCC)C(=O)C1(C)C
 : 18.1	23.7	15.2	-9.6	1.9	-3.4	2.8	5.8	10.4
> CC1CN(C(=O)COC(=O)c2ccc(S(=O)(=O)N(C)C)cc2)CC(C)O1 (stereo not drawn)
 : -4.8	3.3	-2.0	5.6	-1.1	-1.6	4.1	4.1	-6.8
> Cc1noc(C)c1COC(=O)Cc1ccc(Cl)cc1
 : -3.3	18.3	0.6	6.3	-0.4	-7.6	10.6	-1.6	10.3
> CC(=O)N1CCN(C(=O)CSc2nc3c(cnn3-c3ccccc3)c(=O)[nH]2)CC1
 : 4.0	11.5	-1.6	-71.1	-2.2	-1.8	13.4	0.1	4.4
> Nc1ccccc1C(=O)N=Nc1[nH]c(N)c2ccccc12
 : 9.0	3.9	-4.3	33.0	1.2	-1.3	13.6	7.3	15.7
> CCCOc1ccc(N2C(=O)CC(SC(=NCC)NCC)C2=O)cc1 (stereo not drawn)
 : 11.6	8.1	0.1	-10.0	0.3	4.5	14.3	1.8	19.5
> CC(=O)c1ccc(OCC(=O)OCc2cc(-c3ccco3)on2)cc1
 : 6.7	6.2	3.0	6.2	-3.9	0.3	-2.9	-2.2	0.1
> Cc1cccc(NC(=O)/C(C#N)=C/c2ccc(Sc3ccccc3)o2)c1C
 : 3.4	28.1	-2.2	-44.8	9.8	0.5	5.1	2.2	4.6
> CSc1ccc(COC(=O)CCS(=O)(=O)c2ccc(C)cc2)cc1
 : -1.2	-0.8	-4.7	4.0	2.5	-4.1	3.4	1.2	-5.3
> O=C1C=C(Nc2ccc(Cl)cc2)CC(c2ccccc2)C1 (stereo not drawn)
 : 2.9	27.6	-2.1	8.1	0.7	-2.3	-1.8	2.8	4.4
> COc1ccc(N(C(=O)c2snc(C(N)=O)c2N)C(C(=O)NC2CCCCC2)c2ccc(C)o2)cc1 (stereo not drawn)
 : -0.1	0.2	5.2	-6.3	-0.4	-4.4	-2.2	2.1	11.1
> FC(F)(F)c1cc(-c2ccccc2)nc2nc(N3CCOCC3)sc12
 : 3.3	1.6	3.7	-10.5	0.5	0.0	0.1	-1.1	17.4
> CC1(C)CC(=O)C(Sc2ccccc2[N+](=O)[O-])=C(O)C1
 : 8.8	21.9	4.2	8.9	-0.9	1.5	-2.9	-5.3	-6.8
> CCC(c1nnc(SCC(=O)NCCc2ccc(Cl)cc2Cl)o1)N(C)C (stereo not drawn)
 : 0.6	11.1	-8.5	-22.2	-0.6	-4.8	1.0	-4.5	10.9
> O=C(NCc1ccccc1)c1cc(C2CCCCN2C(=O)c2ccc3c(c2)CCO3)on1 (stereo not drawn)
 : 3.9	5.2	-1.9	nt	nt	-1.2	-0.1	-1.6	-13.4

# Compounds above containing a furan ring, fused or not:
# Every second line gives: M4 PAM	CHO-K1 Ca PAM	CHRM5 PAM	CRFR2-BP antag	CRFR2-BP ag	M5 ag	TAAR1 agonist	M5 antag	TAAR1 antagonist
> O=C(NCc1ccc(C(F)(F)F)cc1)c1ccc(-c2ccc(F)c(F)c2)c2ccoc12
 : -3.0	27.5	-6.7	nt	nt	0.1	1.2	-2.8	2.9
> C/C(=N\NC(=O)c1ccc(Cn2cc([N+](=O)[O-])cn2)o1)c1cccc(NC(=O)C(C)C)c1
 : 1.6	3.0	-1.8	12.0	-1.0	1.5	0.3	2.7	-9.5
> CC(=O)c1ccc(OCC(=O)OCc2cc(-c3ccco3)on2)cc1
 : 6.7	6.2	3.0	6.2	-3.9	0.3	-2.9	-2.2	0.1
> Cc1cccc(NC(=O)/C(C#N)=C/c2ccc(Sc3ccccc3)o2)c1C
 : 3.4	28.1	-2.2	-44.8	9.8	0.5	5.1	2.2	4.6
> COc1ccc(N(C(=O)c2snc(C(N)=O)c2N)C(C(=O)NC2CCCCC2)c2ccc(C)o2)cc1 (stereo not drawn)
 : -0.1	0.2	5.2	-6.3	-0.4	-4.4	-2.2	2.1	11.1

# Compound activity as filed in PubChem BioAssay.
